High-throughput results deposited in PubChem BioAssay by National Center for Advancing Translational Sciences (NCATS).
rTrxR1 inhibitor: rat TrxR1 inhibition | O89049 | recombinant rTrxR1, NADPH fluorescence consumption, selenite substrate | 1% of 390,000 active | Potency, µM (series often up to 114 µM), without a hit: top-dose activity change, negative = inhibition, usual class: inhibitors; further: potency means the concentration at half of the fitted maximal effect; on the % scale 0 is the no-effect control and ±100 the full control effect; nearly all actives have a fitted effect of over 65% in size
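Rat TrxR1 (90 nM in the dispensed reagent) was pre-reduced with 400 uM NADPH for 5 min at room temperature, then incubated with compound for 15 min. After 400 uM selenite was added, NADPH fluorescence (Ex 340/Em 450 nm) was followed for 8 min.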
IDH1 R132H inh: inhibitors of human mutant IDH1 R132H; O75874; IDH1-R132H enzyme, NADPH consumption, diaphorase/resazurin fluorescence; Potency, µM (highest dose often 76.6 µM), for inactives: top-dose activity change, negative = inhibition, hits mostly inhibitors; 0.093% of 390,000 active; further: potency means the concentration at half of the fitted maximal effect; on the % scale 0 is the no-effect control and ±100 the full control effect; nearly all actives have a fitted effect of over 65% in size
Target sequence (O75874 whole entry R132H, stated change not applied): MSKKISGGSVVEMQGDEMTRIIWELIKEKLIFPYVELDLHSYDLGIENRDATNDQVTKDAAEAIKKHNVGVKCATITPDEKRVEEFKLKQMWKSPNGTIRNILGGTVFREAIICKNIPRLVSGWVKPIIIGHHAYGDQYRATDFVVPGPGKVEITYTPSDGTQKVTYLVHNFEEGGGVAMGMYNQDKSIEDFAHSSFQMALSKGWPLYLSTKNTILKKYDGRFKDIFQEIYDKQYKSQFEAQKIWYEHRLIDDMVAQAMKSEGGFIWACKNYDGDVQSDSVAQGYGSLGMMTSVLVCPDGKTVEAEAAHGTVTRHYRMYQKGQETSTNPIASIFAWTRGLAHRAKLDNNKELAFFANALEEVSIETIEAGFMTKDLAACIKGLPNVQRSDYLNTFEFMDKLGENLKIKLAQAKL
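IDH1-R132H (0.5 ug/mL) preincubated 30 min with compound, then NADPH (0.016 mM) and alpha-KG (2 mM) added; 80 min at RT, pH 7.5. Remaining NADPH coupled via diaphorase/resazurin to fluorescence (540/590 nm); concentration-response curves normalized to no-enzyme control.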
TrxR1 substrate: rat thioredoxin reductase 1 substrate activity; Potency, µM (titrated, usually from 114 µM), for the others: at the highest dose activity change, negative = substrate turnover; purified TrxR1 substrate turnover, NADPH consumption readout; O89049; 0.01% of 390,000 active; further: potency means the concentration at half of the fitted maximal effect; on the % scale 0 is the no-effect control and ±100 the full control effect; nearly all actives have a fitted effect of over 50% in size
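Rat TrxR1, dispensed at 90 nM, was prereduced with 400 uM NADPH (final) for 5 min at ~22 deg C, then incubated with compound 15 min before 400 uM selenite. A first-read NADPH fluorescence drop versus no-compound background flagged substrates.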
PI4K2A inh: PI4K2A (human) kinase inhibition; activity change, negative = inhibition, % at 76.9 µM; 0.13% of 420,000 active; AID 1346378; purified PI4K2A, ADP-Glo luminescence, 1 h; hits give low values; Q9BTU6; in the data active means activity change below about -50%; inconclusive means mostly about -30% to -49%;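 further: -100% = wells without enzyme as full effect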
Target sequence (Q9BTU6 whole entry, looked up): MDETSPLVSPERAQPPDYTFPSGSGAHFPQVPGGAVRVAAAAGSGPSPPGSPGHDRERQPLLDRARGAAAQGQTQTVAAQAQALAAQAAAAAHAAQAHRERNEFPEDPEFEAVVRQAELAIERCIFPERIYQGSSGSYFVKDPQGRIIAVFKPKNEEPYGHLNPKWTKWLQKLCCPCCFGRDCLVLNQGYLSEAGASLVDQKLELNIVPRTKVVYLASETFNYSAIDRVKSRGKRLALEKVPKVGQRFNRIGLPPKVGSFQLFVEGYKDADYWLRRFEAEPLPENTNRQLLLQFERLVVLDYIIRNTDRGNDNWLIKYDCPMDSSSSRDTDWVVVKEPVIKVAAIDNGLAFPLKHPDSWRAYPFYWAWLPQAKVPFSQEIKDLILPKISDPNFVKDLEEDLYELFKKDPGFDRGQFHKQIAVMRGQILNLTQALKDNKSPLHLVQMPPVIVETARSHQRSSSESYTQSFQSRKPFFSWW
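Compounds are screened against recombinant PI4K2A using PI as substrate and ATP, the latter dispensed at 300 microM. Reactions run one hour at ambient temperature before ADP-Glo detection; full inhibition defined by wells lacking enzyme.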
D2 antagonist: D2 dopamine receptor (human) antagonism; P14416; HEK293 TREx D2 cells, calcium flux, dopamine EC80; inhibition, % at 10 µM; 2% of 340,000 active; AID 485344; in the data active means inhibition above about 30%; further: 0% is about no effect
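Tetracycline-induced HEK293 T-REx cells expressing D2 force-coupled to calcium signalling were dye-loaded, exposed to compound for 180 s, then challenged with an EC80 of dopamine; calcium flux was followed kinetically for a further 180 s.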
D2 ag: agonists of human D2 dopamine receptor. HEK293 T-REx D2 cells, calcium flux agonist mode. activation, % at 2 µM. 0.53% of 340,000 active;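 active means activation over 3 SD above normal in the single-dose calcium agonist read, cut at about 30% in these data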; further: 0% is about no effect
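Agonism scored from kinetic calcium signal (1 read/sec, 180 s) following compound pin transfer, after a 10 s baseline. Cells: HEK293 Trex line expressing inducible D2 receptor coupled to calcium, dye-loaded after overnight culture at 30 C.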
TRHR ag: activates the human TRH receptor. TRHR cells, calcium flux fluo-8, FDSS agonist mode. activation, % at 2 µM. 0.18% of 360,000 active. AID 493084; in the data active means activation above about 30%; further: 0% is about no effect
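TRHR-expressing cells, plated overnight in medium with 10% serum, were loaded with fluo-8 calcium dye at room temperature. After a 10 s baseline, library compound was pin-added and calcium release was recorded kinetically (ex 480/em 530) as agonist response.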
TRHR PAM: allosteric enhancers of human TRH receptor; P34981; TRHR cells, fluo-8 calcium fluorescence, EC20 TRH enhancement; enhancement, % at 2 µM; 0.66% of 360,000 active; in the data active means enhancement above about 30%; further: 0% is about no effect
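Enhancer read-out: after compound pinning and an initial kinetic agonist-mode read, an EC20 of TRH (10 nM final) was injected and fluo-8 calcium signal (Ex 480/Em 530) followed at 1 s/cycle for 100 cycles in TRHR-expressing cells.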
USP1 inh: USP1/UAF1 (human) deubiquitinase inhibition; recombinant USP1/UAF1, Ub-Rhodamine cleavage fluorescence; Potency, µM (top dose mostly 57.1 µM), for inactives: at the top dose activity change, negative = inhibition, hits mostly inhibitors; 0.23% of 390,000 active; AID 743255; further: potency means the concentration at half of the fitted maximal effect; on the % scale 0 is the no-effect control and ±100 the full control effect; nearly all actives have a fitted effect of over 60% in size; inactives centre near -12
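USP1/UAF1 complex at 1 nM was preincubated with compound for 15 min at room temperature, then Ub-Rho substrate (150nM final) was added. Fluorescence (480/540 nm) was read kinetically, 6 reads every 60 seconds.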
* = called active by the depositor; ? = inconclusive; . = not tested or not shown; [ ] = another dose, or the depositor's remark. Unless noted, the call rests on the fitted dose curve; in most records, active means well fitted inhibition curve with a large enough effect; inconclusive means small, poorly fitted or top-dose-only effect; inactive means no such curve, though single readings can be large or run the other way.

Structure	rTrxR1 inhibitor	IDH1 R132H inh	TrxR1 substrate	PI4K2A inh	D2 antagonist	D2 ag	TRHR ag	TRHR PAM	USP1 inh
Cc1ccc(NC(=O)CSCC(=O)NCCc2ccccc2)cc1	-6.6%	2.8%	-3.2%	3.8	-4.8	0.6	-0.8	-5.5	-16.9%
Cc1cc(C(C)(C)C)cc(C)c1COC(=O)c1cccnc1	12.8%	-4.4%	-1.8%	-2.7	11.3	-0.7	-0.7	-2.9	-5.9%
COc1ccc(N2CCN(Cc3cc(=O)oc4cc(-c5ccccc5)c(O)cc34)CC2)cc1	27.5%[57.1 µM]	-1.2%	16.0%[57.1 µM]	1.6	-24.4	1.0	0.6	2.6	-25.0%
N#Cc1ccccc1NC(=S)NC(=O)c1cccs1	2.24µM*	3.0%	-6.7%	32.5	.	.	0.2	12.7	1.0%
O=C(CSc1ncccn1)Nc1ccc(Cl)c(S(=O)(=O)N2CCOCC2)c1	15.5%	-4.9%	-3.3%	0.3	.	.	.	.	?
Cc1ccc(C(=O)COC(=O)CCN2C(=O)C3C4CC(C(Br)C4Br)C3C2=O)cc1 (stereo unspecified)	-8.2%	0.5%	-8.2%	-1.9	3.5	0.5	0.0	-2.4	-4.7%
COc1ccc(NC(=O)c2ccc(=O)oc2)cc1	?	3.8%	5.0%[57.1 µM]	-2.7	8.5	-0.6	-0.3	3.1	2.1%
CCC(=O)N1CCc2cc(Br)cc(S(=O)(=O)CCC(=O)NCCc3ccc(Cl)cc3)c21	13.6%	0.0%	-2.7%	2.9	.	0.3	-0.5	0.1	-4.2%
COc1ccc(N2CCN(C(=O)COC(=O)Cc3c(F)cccc3Cl)CC2)cc1	-12.1%	4.9%	-15.0%	-2.6	0.7	0.4	-0.3	-3.0	-10.2%
Cc1noc(C)c1CSc1ncnc2sc3c(c12)CCC(C)C3 (stereo unspecified)	.	.	.	.	-1.7	-1.0	-0.7	6.4	.
CCCNC(=O)CSCc1nc(-c2ccc(SC)cc2)oc1C	13.3%	9.5%	2.7%	-2.5	3.9	0.2	-0.9	0.7	-14.5%
O=C(c1ccccc1Br)N1N=C(c2ccccc2)CC1c1ccccc1F (stereo unspecified)	29.4%	-3.6%	5.3%	-1.6	19.2	0.4	1.6	10.1	-22.8%

Some of these compounds in order of their number in PI4K2A inh, lowest first.
| molecule | PI4K2A inh |
| --- | --- |
| COc1ccc(N2CCN(Cc3cc(=O)oc4cc(-c5ccccc5)c(O)cc34)CC2)cc1 | 1.6 |
| CCC(=O)N1CCc2cc(Br)cc(S(=O)(=O)CCC(=O)NCCc3ccc(Cl)cc3)c21 | 2.9 |
| Cc1ccc(NC(=O)CSCC(=O)NCCc2ccccc2)cc1 | 3.8 |

Next section
Structure	rTrxR1 inhibitor	IDH1 R132H inh	TrxR1 substrate	PI4K2A inh	D2 antagonist	D2 ag	TRHR ag	TRHR PAM	USP1 inh
CC(C)=CCCC(C)CN1CCC(N2CCC(C(=O)N3CCOCC3)CC2)CC1 (stereo unspecified)	33.8%	-13.0%	1.3%	1.8	2.4	-0.1	0.8	5.8	-6.0%
Cc1cc(C)n(CC(O)Cn2c(C)c(C)c3ccccc32)n1 (stereo unspecified)	14.9%[57.1 µM]	12.0%	13.0%[57.1 µM]	-2.6	5.0	-0.6	-0.2	-5.1	-22.9%
CC(Oc1ccc2ccccc2c1)C(=O)NNC(=O)Nc1ccccc1F (stereo unspecified)	11.0%	-15.9%	-2.5%	2.2	-13.7	-1.1	21.1	-0.9	-12.4%
CCCCN(CC)C(=O)C1CCCN(c2ncnc3c2nc2n3CCCCC2)C1 (stereo unspecified)	14.4%	26.7%	-0.5%	1.9	.	0.0	-0.5	-5.3	-11.4%
CCn1nccc1C(=O)NC1=C(C#N)CCC1	?	4.0%	-6.9%	4.3	.	.	-2.0	5.6	-2.1%
Cc1n[nH]c(C)c1CN(C)C(=O)c1cc(COc2ccc(F)c(F)c2)on1	-6.7%	7.3%	-5.7%	0.5	-10.3	0.3	1.7	-4.0	-12.4%
COc1ccccc1OCCn1c(NC(=O)c2ccccc2)nc2ccccc21	35.6%[57.1 µM]	-3.6%	4.0%[57.1 µM]	-2.8	.	0.1	-0.3	0.0	?
O=C(Nc1ccc(Cl)cc1)Nc1ccc(-c2cnco2)cc1	26.2%	11.9%	6.4%	-0.3	.	.	0.9	12.3	-9.2%
COc1ccc(-c2nn(-c3ccccc3)cc2/C=C(\C#N)C(N)=O)cc1[N+](=O)[O-]	7.5%[57.1 µM]	0.0%	2.7%	2.8	.	.	0.7	4.3	-2.3%
CCOC(=O)C1=C(CSc2nnnn2C)N(C)C(=O)NC1c1ccccc1 (stereo unspecified)	3.8%[57.1 µM]	2.1%	2.7%[57.1 µM]	7.6	-0.2	-0.5	-0.6	3.4	-6.3%
COC1CCCN(Cc2c(C(=O)N3CCN(C4CCCCC4)CC3)nc3ccccn23)C1 (stereo unspecified)	16.2%	-8.7%	4.1%	-4.3	-11.2	-1.8	-0.3	-1.6	-16.7%
CC(/C=N/NC(=O)c1nnn(-c2nonc2N)c1CN1CCCCC1)c1ccccc1 (stereo unspecified)	1.2%	17.6%	3.2%	-0.8	.	.	.	.	-17.3%
OC(CNCc1ccccc1C(F)(F)F)C(F)(F)F (stereo unspecified)	5.3%	12.2%	6.1%	-2.3	-10.7	-0.3	-0.5	0.1	-10.3%
Cc1ccc(Cl)cc1N1CCN(S(=O)(=O)c2c(C)[nH]c(C)c2C(=O)N2CCCC2)CC1	16.4%	-2.5%	-4.2%	-6.3	-14.9	-0.1	-0.7	-0.8	-11.9%
CS(=O)(=O)Nc1ccc(-c2cn3c(n2)SCC3)cc1	1.1%	-2.6%	2.4%	-0.3	9.1	-0.3	-0.6	1.4	-20.6%
Cc1cccc(NC(=O)CSc2nc(-c3ccccc3Cl)nc3c2Cc2c(CO)cnc(C)c2O3)c1C	22.3%	-2.8%	-1.1%	3.0	.	.	0.4	-2.6	4.2%
COCCn1c(Cc2ccccc2)nnc1SCC(=O)Nc1cc(C)on1	16.7%	0.7%	5.3%	-1.3	14.4	1.0	0.3	7.0	-5.3%
O=C(COC(=O)c1cc[n+]([O-])cc1)Nc1ccc(F)c([N+](=O)[O-])c1	-19.5%	6.8%	-6.2%	8.8	3.0	6.8	0.4	3.4	-1.3%
CC(C)=CCC/C(C)=C/CC/C(C)=C/COc1ccc2ccc(=O)oc2c1	30.9%	2.7%	54.2%[activator]	-1.2	.	.	.	.	-28.7%
Cc1ccn2c(=O)c(C(=O)O)cnc2c1	4.7%[11.4 µM]	-3.3%	176.5%	1.9	-3.5	0.4	0.7	3.9	?
CN(c1ccc(C(=O)N2CCOCC2)cc1)S(C)(=O)=O	5.5%	-0.6%	8.1%[57.1 µM]	-0.7	6.7	0.2	0.4	11.0	-2.1%
Cc1cccn2c(Nc3ccccc3)c(-c3ccccn3)nc12	6.9%	-4.2%	-2.6%	0.6	20.7	-1.2	-0.3	0.1	-7.2%
O=S(=O)(c1cccs1)N1CN(C2CCCCC2)c2nc3ccccc3nc21	1.5%	1.0%	1.4%	-22.3	-22.2	-1.1	-1.7	-1.0	-14.2%
CCN(CC)CCn1c2c(c(SCC(=O)Nc3ccc4c(c3)OCCO4)nc1=O)CCC2	-8.6%	7.6%	-2.7%	-3.7	20.5	0.2	-0.2	1.5	-9.5%
CCc1nnc(NC(=O)C2CCCN(c3nc4ccccc4s3)C2)s1 (stereo unspecified)	17.4%	-1.2%	2.0%	-2.0	1.4	-0.1	0.2	3.6	-16.0%
O=C(N/N=C/c1ccccn1)c1cccc(NC(=O)c2ccccc2Cl)c1	29.6%	3.2%	7.5%	-3.1	-9.7	-1.1	0.2	4.1	-18.4%
Cc1cc(-c2nc(C)c(-c3nnc(SCC(=O)Nc4cc(Cl)cc(Cl)c4)n3C)s2)no1	166.3%[activator]	-2.6%	254.7%[activator]	-1.4	-7.2	-1.0	-1.8	2.8	-6.6%
CC(C)CN(C(=O)CN1CCN(S(=O)(=O)c2ccc3ccccc3c2)CC1)c1c(N)n(CC(C)C)c(=O)[nH]c1=O	5.3%[57.1 µM]	-0.6%	7.0%[57.1 µM]	-1.0	8.5	0.4	0.0	-1.3	?
Cc1ccc(C(=O)NN2C(=O)C3C4c5ccccc5C(c5ccccc54)C3C2=O)cc1 (stereo unspecified)	9.1%[11.4 µM]	7.2%	-7.6%[11.4 µM]	-3.4	4.6	-1.0	-0.2	13.6	-14.6%
N/C(=N\NC(=O)c1ccccc1Cl)c1cc2ccccc2oc1=O	?	-22.0%	-18.2%	-0.4	0.4	0.5	-1.0	16.5	-9.3%
Cc1nn(C)c(C)c1/C=N/NC(=O)CCn1nc(C)c([N+](=O)[O-])c1C	-9.2%	1.1%	-12.2%	4.8	16.7	-0.3	-0.3	-5.2	-3.2%
CCOC(=O)CC1=NN(c2ccccc2)C(=O)C1	29.6%[57.1 µM]	-7.0%	6.8%[57.1 µM]	-8.5	-7.4	1.8	0.4	-5.6	8.2%
Cc1cc(C)c(S(=O)(=O)Nc2ccc(N(C)C)cc2)c(C)c1-n1cnnn1	13.3%	-0.3%	-3.7%	-6.3	.	.	-0.6	-6.4	-8.8%
CCCCCC(=O)Nc1ccccc1N1CCN(c2ccccc2)CC1	11.4%	5.5%	-7.9%	-7.3	.	.	2.6	0.7	-1.7%
CCOc1ccc2nc(C(=O)N3CCCC(C)C3)sc2c1 (stereo unspecified)	21.8%[0.0914 µM]	6.8%	6.7%	1.5	-2.2	0.2	0.3	-0.2	-23.5%
